Screening results deposited in PubChem BioAssay by The Scripps Research Institute Molecular Screening Center.
M1 ag – human M1 muscarinic receptor agonists, primary screen, Fluo-8 calcium fluorescence, CHO-K1 cells, HTS. hit rate 0.33% among 360,000. activation, % at 3 µM. CHO-K1 hM1, agonist mode; 0% DMSO, 100% acetylcholine EC100. Muscarinic acetylcholine receptor M1 (Homo sapiens), P11229;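 active means activation above the run's mean compound activation plus 3 SD, cut at about 16% in these data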;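 further: peak over basal fluorescence ratio within a 140 s kinetic read after compound addition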
V1R ag counter – agonists of human V1a receptor, primary screen, counter-screen for OXTR agonist project, fluorescence, CHO-V1R cells. Vasopressin V1a receptor (Homo sapiens), P37288. Fluo-8 calcium fluorescence, agonist mode; 0% DMSO, 100% 3 nM vasopressin. activation, % at 3 µM. hit rate 0.25% among 320,000;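 active means activation above the mean activation of all tested compounds plus 3 SD, per screening run, cut at about 20% in these data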;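 further: signal is peak over basal fluorescence ratio across a 100 second FLIPR read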
Target sequence (P37288 whole entry, looked up): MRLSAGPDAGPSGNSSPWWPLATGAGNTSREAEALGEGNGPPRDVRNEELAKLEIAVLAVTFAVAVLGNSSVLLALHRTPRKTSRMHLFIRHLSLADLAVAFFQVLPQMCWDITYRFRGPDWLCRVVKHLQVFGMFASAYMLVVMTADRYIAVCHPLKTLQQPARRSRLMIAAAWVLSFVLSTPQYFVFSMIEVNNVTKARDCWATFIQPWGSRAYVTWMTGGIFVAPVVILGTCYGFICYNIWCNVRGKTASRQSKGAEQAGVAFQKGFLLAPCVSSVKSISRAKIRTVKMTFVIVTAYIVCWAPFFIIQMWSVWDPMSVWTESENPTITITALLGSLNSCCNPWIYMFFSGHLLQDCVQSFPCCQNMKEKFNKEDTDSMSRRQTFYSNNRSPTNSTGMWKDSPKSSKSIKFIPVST
TAAR1 ag – human TAAR1 agonists, primary screen, Fluo-8 calcium fluorescence, CHO RD-HGA16 cells. Trace amine-associated receptor 1 (Homo sapiens), Q96RJ0. vehicle wells 0%, saturating PEA agonist 100%. activation, % at 3 µM. hit rate 0.99% among 360,000;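 active means activation above the mean activation of all test compounds in the run plus 3 SD, cut at about 38% in these data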
Target sequence (Q96RJ0 whole entry, looked up): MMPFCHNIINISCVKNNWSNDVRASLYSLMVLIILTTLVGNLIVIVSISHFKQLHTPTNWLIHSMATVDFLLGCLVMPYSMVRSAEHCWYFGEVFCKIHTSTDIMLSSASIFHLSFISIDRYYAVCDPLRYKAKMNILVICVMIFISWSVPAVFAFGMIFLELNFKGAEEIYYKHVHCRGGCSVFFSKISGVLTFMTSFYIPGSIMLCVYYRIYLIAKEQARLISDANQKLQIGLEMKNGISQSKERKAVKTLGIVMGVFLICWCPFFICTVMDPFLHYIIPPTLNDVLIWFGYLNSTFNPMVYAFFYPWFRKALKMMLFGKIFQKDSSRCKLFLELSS
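Test system: RD-HGA16 (CHO) cells co-expressing Gα16 and hTAAR1 / Benchmarks: DMSO vehicle as 0%, PEA at EC100 as 100% / Repeats: no replicates (n 1) / Measure: % activation from peak over basal fluorescence ratio, DMSO-to-PEA scaled / Timing: 17-24 h plating, Fluo-8 75 min 37 °C, 30 min RT / Technique: kinetic Fluo-8 calcium fluorescence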
OXTR ag – human OXTR agonists, primary screen, fluorescence, CHO-OTR cells, Fluo-8 calcium; hit rate 0.32% among 320,000; activation, % at 3 µM; Oxytocin receptor (Homo sapiens), P30559; Fluo-8 calcium fluorescence; normalized: DMSO 0%, oxytocin 100%;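 active means activation above the mean of all tested compounds plus 3 SD, cutoff set per screening run, cut at about 20% in these data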;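 further: peak over basal fluorescence ratio from a 100 s FLIPR kinetic read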
CHO parental Ca – ATP-evoked calcium signal inhibitors, parental CHO, primary screen, counter-screen for OX1R antagonist project, cell-based, fluorescence, Fluo-8 calcium dye; parental CHO-K1, ATP-induced calcium, Fluo-8 fluorescence; inhibition, % at 5.6 µM; hit rate 0.63% among 330,000; AID 463079, 2010;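 active means inhibition above that plate's mean sample inhibition plus 3 SD, cut at about 26% in these data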;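 further: 0% = ATP-challenged DMSO wells and 100% = DMSO wells without ATP; some compounds past the cut are filed as inactive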
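Measured by: calcium-sensitive Fluo-8 fluorescence / Test system: CHO parental line / Controls: ATP-challenged DMSO wells low, unchallenged DMSO wells high / Measure: % inhibition / Compound: single nominal dose of 5.6 µM per compound / Replicates: single well per compound, no replicates / Reagent: ATP as calcium-mobilizing challenge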
OXTR potentiator – human OXTR potentiators, primary screen, fluorescence, CHO-OTR cells, Fluo-8 calcium; activation, % at 3 µM; hit rate 0.061% among 320,000; Oxytocin receptor (Homo sapiens), P30559; Fluo-8 calcium fluorescence, potentiator mode; 0% = oxytocin EC15, 100% = EC100;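 active means activation above that plate's cutoff, the mean activation of tested compounds plus 3 SD, cut at about 6.6% in these data, passing the limit was not always enough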;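 further: 100% uses oxytocin at 75 nM as the full agonist control; some results filed as inactive read as strong as hits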
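Assay system: CHO cell line stably expressing human OTR. Reagent: EC15 oxytocin agonist. Dosing: single dose, 3.0 µM nominal final compound concentration. Timing: compound 6 min at room temperature before oxytocin, 100 s read. Signal: kinetic Fluo-8 calcium fluorescence. Controls: oxytocin EC15 low and EC100 high.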
CHRM1 PAM – human M1 muscarinic receptor positive allosteric modulators, primary screen, CHO-K1 cells, Fluo-8 calcium fluorescence, 1536-well | activation, % at 3 µM | Muscarinic acetylcholine receptor M1 (Homo sapiens), P11229 | CHO-K1 hM1, ACh EC20; 0% = ACh EC20, 100% = maximal ACh | hit rate 0.088% among 360,000; in the data active means activation above about 19%, passing the limit was not always enough
TAAR1 antagonist – human TAAR1 antagonists, primary screen, Fluo-8 calcium fluorescence, CHO RD-HGA16 cells; Trace amine-associated receptor 1 (Homo sapiens), Q96RJ0; antagonist; inhibition, % at 3 µM; hit rate 1.5% among 360,000; AID 624466, 2012;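 active means inhibition above a per-plate cutoff, the mean inhibition of test compounds on that plate plus 3 SD, cut at about 49% in these data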;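 further: 0% = DMSO plus EC80 beta-PEA response and 100% = DMSO alone without agonist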
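Test system: RD-HGA16 CHO cells with stable hTAAR1 and Gα16 / Probe or stimulus: EC80 β-phenethylamine stimulus / Times: seeding 17-24 h prior, 75-min 37 °C, 30-min RT dye loading / Detection: Fluo-8 calcium-sensitive fluorescence / Read-out basis: % inhibition scaled between DMSO and EC80 PEA controls / Repeats: singlicate, one well per test compound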
CHRM1 antagonist – human M1 muscarinic receptor antagonists, primary screen, CHO-K1 cells, Fluo-8 calcium fluorescence, 1536-well. CHO-K1 hM1, ACh EC80 antagonist. hit rate 1.3% among 360,000. Muscarinic acetylcholine receptor M1 (Homo sapiens), P11229. inhibition, % at 3 µM;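 active means percent inhibition above its own plate's cutoff, namely the mean of that plate's compound wells plus 3 SD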;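 further: peak over basal fluorescence ratio during 140 s after agonist addition; 0% = ACh EC80 plus DMSO and 100% = DMSO alone without agonist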
* hit, by the source's call; x = no result given.

SMILES | M1 ag | V1R ag counter | TAAR1 ag | OXTR ag | CHO parental Ca | OXTR potentiator | CHRM1 PAM | TAAR1 antagonist | CHRM1 antagonist
COc1ccc(NC(=O)CN(C)C(=O)C2CC(=O)N(CCc3ccc(OC)c(OC)c3)C2)cc1 (configuration not stated) | -2 | x | 8 | x | x | x | 13 | -3 | -14
C#CCOCCOCCOCCNc1nc(N2CCN(C(=O)CCCCCCCCCCNC(=O)[C@H](CCCCN)n3cc(CCO)nn3)CC2)nc(N2CCN(C(=O)CCCCCCCCCCNC(=O)[C@H](CCCN=C(N)N)n3cc(C[C@@H](C)CC)nn3)CC2)n1 | -8 | 12 | x | -0.5 | -22 | -2 | -23 | x | 25
CCOC(=O)C1CCCN(C(=O)c2cccc(N3C(=O)c4ccccc4C3=O)c2)C1 (configuration not stated) | -3 | 0.1 | 2 | -0.3 | -10 | -6 | 4 | -26 | -1
COC(=O)C1(CC2CC(c3ccncc3)=NO2)CCN(C(=O)OC(C)(C)C)CC1 (configuration not stated) | -11 | 7.4 | 11 | 8.4 | 1 | -15 | -6 | -2 | 5
CCc1ccc(NC(=O)c2ccc(Cn3cc([N+](=O)[O-])cn3)cc2)cc1 | -4 | 11 | 12 | 11 | 8 | -14 | 4 | 19 | 5
CCn1c(SCC(=O)N2CCCC2)nc2c1c(=O)n(C)c(=O)n2C | -7 | 0.2 | 11 | 0.0 | 11 | 0 | 9 | -9 | -14
COC(=O)C(C(=O)OC)C(C[N+](=O)[O-])c1ccc(OC)cc1 (configuration not stated) | -1 | 1.0 | 3 | 2.8 | -4 | -9 | 3 | -3 | -5
Cc1cccc(C)c1NC(=O)CNC(=O)CCNC(=O)c1ccco1 | -2 | 0.7 | 1 | 0.6 | -8 | -2 | 2 | 9 | 0
COc1ccccc1CC(=O)N1CCN(c2ccccc2F)CC1 | -1 | 0.6 | 3 | -0.1 | -1 | -9 | 0 | 9 | -1
CCOCC(=O)Nc1nnc(COCC)s1 | -4 | 3.1 | -1 | 1.0 | -5 | -3 | 6 | -6 | -4
CS(=O)(=O)N(CC(=O)Nc1ccccc1C(=O)N1CCOCC1)c1ccccc1 | -2 | -0.5 | 0 | -0.1 | -16 | -2 | 3 | 0 | -19
CCOC(=O)NC1(C(F)(F)F)NC(=O)N(C2CCCCC2)C1=O (configuration not stated) | -7 | 0.7 | 12 | 0.4 | -13 | -6 | -10 | -13 | 12
COc1ccc(CCNC(=O)c2ccccc2C(=O)NCCc2ccc(OC)c(OC)c2)cc1OC | -2 | 3.2 | 4 | 0.0 | -12 | -1 | -3 | 5 | 5
O=C(NCc1ccc2c(c1)OCO2)C1CCCCC1 | -5 | 0.8 | 5 | 0.9 | -8 | 1 | 6 | -14 | -14
CC1(C2CC2)NC(=O)N(CC(=O)Nc2ccc(OC(F)F)cc2)C1=O (configuration not stated) | -1 | x | 1 | x | x | x | 0 | -2 | -8
O=C(CCc1ccccc1)Nc1cc(C(F)(F)F)ccc1Cl | -11 | -1.4 | 4 | -0.4 | -17 | -5 | 2 | 1 | -6
Cc1cccc(CNC(=O)C(C)n2nc(C)c3c(C)n(-c4ccccc4)nc3c2=O)c1 (configuration not stated) | -5 | 1.5 | -2 | -0.1 | -21 | 3 | 9 | -17 | -14
CCOC(=O)c1cnc2c(cnn2C)c1NCCC#N | -2 | 0.3 | 4 | -0.3 | -7 | -11 | 11 | 18 | -9
CCOC(=O)c1c(S(=O)(=O)Nc2cccc(Cl)c2)c(C)n(C)c1C | -1 | 6.0 | -1 | -0.8 | -7 | -9 | 9 | -25 | -8
CCOc1ccc(NC(=O)Nc2ccc(N(C)C(C)=O)cc2)cc1 | 2 | 1.4 | 18 | 0.7 | -5 | -16 | -2 | 52* | 17
N#CCC(=O)Nc1ccc(C(=O)NCc2ccccn2)cc1 | 2 | 0.4 | 8 | 0.8 | -3 | -8 | 5 | 1 | 11
COc1cccc(Nc2nc(-c3ccc(O)cc3)cs2)c1 | -8 | -1.0 | 8 | -2.1 | 11 | -8 | -2 | 10 | 0
COc1ccc(N2C(=O)/C(=C/c3ccc([N+](=O)[O-])cc3)N=C2C)c(OC)c1 | 2 | 7.5 | 13 | 11 | 1 | -12 | -10 | 3 | 5
O=S(=O)(NC1CCCC1)c1ccc(Br)s1 | -11 | -1.6 | -2 | -2.2 | -18 | -1 | -3 | -3 | 2
Cc1ccc(NC(=O)COc2ccc(/C=C3/SC(=Nc4ccccc4)N(Cc4cccnc4)C3=O)cc2)cc1 | 1 | -0.2 | 7 | 0.1 | -13 | -10 | -1 | 0 | 3
CC1(C)C2CCC1(CS(=O)(=O)Nc1cccc(S(N)(=O)=O)c1)C(=O)C2 (configuration not stated) | -2 | -0.9 | 0 | -0.3 | 8 | -4 | 6 | 20 | -7
Cc1ccc(C)c(-c2cc(C(=O)Nc3cccc(C(=O)O)c3)c3ccccc3n2)c1 | -6 | 0.4 | 2 | 0.0 | -5 | -15 | -7 | 18 | 12
CN(C(=O)COC(=O)c1nc(Cl)ccc1Cl)c1ccccc1 | -2 | -0.4 | 2 | 0.5 | -11 | -7 | 4 | -14 | -7
O=C(CNC(=S)N(Cc1ccccc1F)C1CCCCC1)NCCN1CCOCC1 | -4 | -0.7 | 2 | 0.3 | -30 | -8 | 3 | -17 | 9
CC(C)C[C@@H](CN1CCCC1CN1C(=S)NC[C@@H]1Cc1ccc(O)cc1)N1C[C@H](Cc2ccc(O)cc2)N(CC2CCCCC2)C1=S (some centres not stated) | -2 | x | 1 | x | x | x | -3 | -41 | 2
CC(C)(C(=O)N1CCC1(C)C(=O)Nc1ccccc1Br)c1ccccc1 (configuration not stated) | -4 | x | -2 | x | x | x | 6 | -38 | -22
O=C(NCc1cccs1)C(=O)NCC(c1ccco1)N1CCN(c2ccccc2F)CC1 (configuration not stated) | -5 | 0.9 | 1 | -0.6 | -26 | -7 | 0 | 0 | 15
COc1ccc(C(=O)NN(C)c2nc(C(F)(F)F)nc3ccccc23)cc1 | -9 | 3.6 | 18 | 1.0 | -7 | -11 | 8 | -5 | -10
O=C(COc1ccccc1)N1CCN=C1SCc1ccccc1 | -6 | 0.0 | 3 | -1.6 | -4 | -1 | 7 | -6 | -9
N#CC1=C(N)Oc2cc(N)ccc2C1c1ccc(F)cc1 (configuration not stated) | -1 | 2.6 | 14 | 3.8 | 8 | 1 | -4 | -2 | 7
Cc1cc(=O)c(C(=O)O)nn1-c1ccccc1F | -2 | 0.5 | 4 | -0.2 | -9 | -4 | 6 | -9 | -6
CCOc1cc(/C=C2\C(=N)N3N=C(N4CCCCC4)SC3=NC2=O)ccc1OC(=O)c1ccco1 | -3 | -0.2 | -2 | -1.2 | -12 | -5 | -3 | -29 | 9
O=C(NC1CCCC1)C(c1ccncc1)N(CCCN1CCOCC1)C(=O)c1ccc(-c2ccccc2)[nH]1 (configuration not stated) | -6 | -1.0 | 1 | -1.7 | -18 | 2 | 6 | -22 | -7
Cc1ccc(NC(=O)/C(=C\C=C\c2ccccc2)NC(=O)c2ccccc2)cc1 | -1 | -0.1 | 4 | -0.8 | -14 | -9 | 1 | 19 | 0
CC(C)Cn1c(N)c(C(=O)COC(=O)Cc2cccs2)c(=O)n(C)c1=O | 3 | 14 | 6 | 18 | 12 | -13 | -12 | -10 | 30*
CC(C)OC(=O)c1cccc(C(=O)Nc2cccc(NC(=O)c3cccc(C(=O)OC(C)C)n3)n2)n1 | -5 | -0.2 | 25 | 0.2 | -7 | -7 | 4 | 20 | 3
CC1CCc2c(sc(NC(=S)NC(=O)c3ccccc3)c2C#N)C1 (configuration not stated) | -2 | 1.0 | 1 | -0.5 | 2 | -13 | 5 | -6 | -9
N#C/C(=C(/O)COc1ccc(Cl)cc1)c1nc2ccccc2s1 | 8 | 8.1 | 10 | 7.5 | -5 | -8 | -8 | 4 | -2
CCCCC(=O)Nc1nc(C)c(-c2csc(Nc3cc(Cl)ccc3OC)n2)s1 | -5 | 0.1 | 0 | -1.4 | -11 | -9 | 4 | -18 | -10
CC(C)Oc1ccc(C(=O)NC2CCN(Cc3ccccc3)CC2)cc1 | -9 | -0.1 | 0 | 0.0 | -18 | -2 | -2 | 8 | 4
S=C(Nc1ccccc1)Nc1nc2ccccc2n1CCOc1ccc(Cl)cc1 | -8 | 0.1 | 1 | 0.7 | -5 | -9 | 3 | -20 | -9
O=C(COC(=O)CNC(=O)c1cccc([N+](=O)[O-])c1)Nc1ccccc1OC(F)F | -3 | 0.0 | 3 | -0.3 | -2 | -12 | -4 | 4 | 11
O=C1[C@H]2[C@@H](c3ccc(F)cc3)N3C(=O)N(c4ccc(Br)cc4)C(=O)[C@@]3(Cc3ccccc3)[C@H]2C(=O)N1C1CCCCC1 | -1 | 1.2 | 11 | 0.5 | -23 | -7 | 11 | -6 | -10
C=CCn1c(SCC(=O)Nc2ccccc2C)nc2sc(C)c(C)c2c1=O | -3 | -0.7 | 12 | -1.5 | -16 | -6 | -4 | 9 | 5
CN(CCc1ccccn1)Cc1ccc(Cl)cc1 | -8 | -0.2 | 10 | -0.6 | -10 | 0 | -10 | 1 | 16
NS(=O)(=O)c1cccc(NC(=O)COC(=O)CCSc2ccccc2)c1 | -5 | 0.2 | 1 | -0.3 | -4 | -6 | 1 | 5 | -4
O=S(=O)(c1ccc2nc(N3CCN(c4ccccc4F)CC3)ccc2c1)N1CCCCC1 | -1 | -0.7 | 2 | -0.2 | 0 | -4 | -3 | -14 | 3
